STEP inh: STEP (human) phosphatase inhibition; P54829; recombinant STEP, OMFP fluorogenic substrate, fluorescence; inhibition, % at 20 µM; 0.25% of 360,000 active; AID 588621;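 active = inhibition at 20 µM, scaled per plate between control wells, above about 37%, limit read from the data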;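 note: 0% = DMSO with enzyme and substrate and 100% = substrate only without enzyme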
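Assay system: isolated STEP enzyme. Buffer or medium: pH 6.0 Bis-Tris with DTT and Tween 20. Also added: fluorogenic phosphatase substrate OMFP at 25 µM final. Dosing: 20 µM, 1% DMSO. Timing: 20 min reaction, room temperature, in the dark. Measured by: fluorescence intensity, excitation 480 nm, emission 540 nm. Evaluation: normalized % inhibition.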
SUMO1 PPI mod: modulators of human SUMO1-mediated protein-protein interactions; 0.33% of 360,000 active; SUMO1 binding to a labelled peptide, TR-FRET, 1 h; inhibition, % at 20 µM; AID 602429; in the data active = inhibition above about 37%
Target sequence (P63165 whole entry, looked up): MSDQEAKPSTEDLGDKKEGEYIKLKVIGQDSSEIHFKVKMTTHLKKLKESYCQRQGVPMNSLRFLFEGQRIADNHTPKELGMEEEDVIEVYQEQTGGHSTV
Tb MetRS inh: Trypanosoma brucei MetRS inhibition | purified T. brucei MetRS, ATP depletion, Kinase-Glo luminescence | inhibition, % at 11.9 µM | 0.4% of 360,000 active | AID 624268;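 active = inhibition above a per-plate cutoff of the control wells' mean inhibition plus 3 SD, cut at about 5.5% in these data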;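 note: 0% = DMSO wells median and 100% = median of wells with control inhibitor compound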
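assay system = parasite MetRS enzyme | timing = 15 min preincubation, 2 h reaction, all 25 °C | evaluation = percent inhibition relative to median high and low control wells | medium = HEPES buffer containing pyrophosphatase, BSA, spermine, DTT | compound = single dose, 11.9 µM final nominal, 0.9% final DMSO | detection = Kinase-Glo luminescence, ATP depletion format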
Rpn11 inh: inhibitors of human proteasome Rpn11. 0.59% of 360,000 active. AID 588493. human 26S proteasome, Ub4-pepOG fluorescence polarization; 20S core pre-blocked with epoxomicin. calls only at 20 µM;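 active = inhibition at 20 µM, scaled to each plate's controls, above about 33%, limit read from the data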
Target sequence (O00487 whole entry, looked up): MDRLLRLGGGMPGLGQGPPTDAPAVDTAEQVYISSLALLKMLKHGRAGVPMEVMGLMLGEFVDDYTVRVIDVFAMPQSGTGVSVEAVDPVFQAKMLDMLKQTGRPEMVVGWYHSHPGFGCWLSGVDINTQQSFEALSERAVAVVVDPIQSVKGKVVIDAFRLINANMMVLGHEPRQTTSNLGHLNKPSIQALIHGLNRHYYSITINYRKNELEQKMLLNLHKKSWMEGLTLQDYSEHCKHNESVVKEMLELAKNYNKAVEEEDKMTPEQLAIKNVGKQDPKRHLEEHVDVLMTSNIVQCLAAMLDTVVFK
LMPTP block: blocks human LMPTP phosphatase. AID 651560. P24666. inhibition, % at 20 µM. 0.22% of 360,000 active. recombinant LMPTP-A, OMFP fluorogenic substrate, fluorescence intensity;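 active = compounds that cut the enzyme signal by at least half of the control window in the single-dose screen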;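 note: plate controls were DMSO wells with enzyme plus substrate for no effect and substrate without enzyme for full effect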
Target sequence (P24666 whole entry, looked up): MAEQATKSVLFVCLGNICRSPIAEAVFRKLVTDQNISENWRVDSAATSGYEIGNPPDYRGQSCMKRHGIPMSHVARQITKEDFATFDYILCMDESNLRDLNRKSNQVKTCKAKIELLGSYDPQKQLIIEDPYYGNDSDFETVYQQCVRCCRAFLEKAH
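Test system: LMPTP-A, protein tyrosine phosphatase of low molecular weight; Input: 0.625 nM enzyme; Incubation: 50 min dark incubation at room temperature; Signal: endpoint fluorescence intensity from OMFP dephosphorylation; Read-out basis: % inhibition versus control wells.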
Scp-1 inhibitor: blocks human Scp-1 phosphatase activity | inhibition, % at 20 µM | AID 493091 | Q9GZU7 | Recombinant Scp1, phosphopeptide, malachite green phosphate absorbance | 0.88% of 340,000 active;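 active = inhibition above about 50% at 20 µM, limit read from the data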;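 note: plate controls were DMSO wells with enzyme for no effect and wells lacking enzyme for full effect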
Target sequence (Q9GZU7 76-261 limits assumed): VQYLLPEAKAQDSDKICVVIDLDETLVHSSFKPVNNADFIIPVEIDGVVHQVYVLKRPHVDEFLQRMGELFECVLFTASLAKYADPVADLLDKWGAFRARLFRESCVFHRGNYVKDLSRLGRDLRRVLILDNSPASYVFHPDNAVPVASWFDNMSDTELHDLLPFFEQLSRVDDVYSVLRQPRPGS
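assay system = SCP-1 phosphatase catalytic domain, residues 76-261 | buffer or medium = 50 mM Tris acetate pH 5.5, 0.005% Tween-20, 10 mM MgCl2 | incubation = enzyme reaction 45 min at room temperature, colour 5 min, stabilisation 30 min | signal = Phosphate-binding colour reagent, absorbance read at 630 nm | measure = % inhibition at 20 µM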
MLLE-PAM2 inh: blocks PAM2 peptide binding to the PABP1 MLLE domain; inhibition, % at 20 µM; 0.36% of 360,000 active; GST-MLLE / FITC-PAM2 fluorescence polarization; AID 588489; P11940; in the data active = inhibition above about 35%, passing the limit was not always enough;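 note: plate controls were DMSO wells with GST-MLLE for no effect and wells lacking GST-MLLE protein for full effect; some results filed as inactive read as strong as hits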
CSN inh: CSN deneddylation inhibition; Q92905; Purified CSN, SCF-Nedd8-OG deneddylation, fluorescence polarization; inhibition, % at 12.5 µM; 0.38% of 360,000 active; AID 651999;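 active = pattern-corrected inhibition above about 35%, with an unprinted fluorescence ratio check between 0.5 and 1.5, limit read from the data, passing the limit was not always enough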;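 note: 0% = enzyme with substrate and 100% = substrate without enzyme; some results filed as inactive read as strong as hits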
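Test system: purified human Csn5 enzyme expressed in HEK293T cells. Amount: 0.24 nM enzyme. Reagent: SCFSkp2-Nedd8OG substrate at 10 nM final. Schedule: 90 min incubation of compound, enzyme and substrate at room temperature. Detection: fluorescence polarization. Read-out: % inhibition of substrate cleavage by Csn5.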
NadD block: NadD (S. aureus) enzyme inhibition; purified NadD enzyme, colorimetric absorbance read-out; inhibition, % at 20 µM; 0.78% of 360,000 active; in the data active = inhibition above about 26%; note: some compounds past the cut are filed as inactive
DNMT1 inh: DNMT1 (human) enzyme inhibition; AID 588458; 0.83% of 360,000 active; DNMT1 molecular beacon, Hinp1I cleavage, fluorescence; inhibition (reported as % activation of signal), % at 10 µM; P26358; in the data active = inhibition above about 50%
An asterisk follows results filed as active; i = inactive; x = no result given.

molecule,Scp-1 inhibitor,LMPTP block,MLLE-PAM2 inh,CSN inh,NadD block,SUMO1 PPI mod,STEP inh,DNMT1 inh,Tb MetRS inh,Rpn11 inh
CN1CCN(c2ncnc3c2ncn3[C@H]2CN(Cc3ccco3)C[C@@H](CO)O2)CC1,x,-3.1,0.7,7.2,2.8,-5.7,5.6,3.3,-0.2,i
COC(=O)c1cc(Cl)c(NC(=O)/C=C/c2ccc(Cl)cc2Cl)cc1OC,-15.9,2.6,-0.1,-0.4,-9.1,3.0,-0.3,4.0,-0.9,i
Cc1onc(-c2ccccc2)c1CNC(=O)Nc1cccc(Cl)c1,-13.3,1.3,2.1,-3.5,-4.0,2.0,-0.6,1.2,0.4,i
COCCn1c(SCC(=O)Nc2ccc(C)cc2)nc2c(oc3ccccc32)c1=O,-3.1,-0.3,-16.7,-10.8,-2.5,0.5,-2.3,24.5,-0.8,i
CCOc1ccc(Nc2nc3c(C)cccc3cc2C#N)cc1,-1.8,0.2,13.9,9.3,6.5,-1.4,-1.3,-3.4,-1.1,i
CCOC(=O)c1nnn(-c2nn3nnnc3c3ccccc23)c1C,-2.3,-0.3,0.6,-2.0,4.5,0.6,0.1,2.3,-0.4,i
Cc1cc2c(cc1S(=O)(=O)C(C)CC(=O)NCc1ccco1)OCC(=O)N2 (stereo not drawn),2.9,-1.7,7.6,-2.4,-1.5,-0.6,-2.1,1.5,-0.4,i
c1coc(CNc2ncnc3c2oc2ccccc23)c1,-5.5,0.1,-7.1,0.5,5.6,3.1,1.1,-2.1,-0.5,i
COC(=O)c1c(-c2ccccc2)csc1NC(=O)c1ccco1,-5.2,-1.9,9.6,0.3,0.0,-7.6,-0.1,2.3,-0.5,i
CCCCN1C(=O)C(CC(=O)NCC2CCCCC2)CC(C(=O)N(CC)CC)=C1C (stereo not drawn),x,-1.3,16.5,-0.5,-3.8,0.6,2.9,8.7,0.1,i

Record cards (already shown).
Profile of COC(=O)c1c(-c2ccccc2)csc1NC(=O)c1ccco1 = Scp-1 inhibitor: -5.2; LMPTP block: -1.9; MLLE-PAM2 inh: 9.6; CSN inh: 0.3; NadD block: 0.0; SUMO1 PPI mod: -7.6; STEP inh: -0.1; DNMT1 inh: 2.3; Tb MetRS inh: -0.5; Rpn11 inh: i
Profile of CCOc1ccc(Nc2nc3c(C)cccc3cc2C#N)cc1 = Scp-1 inhibitor: -1.8; LMPTP block: 0.2; MLLE-PAM2 inh: 13.9; CSN inh: 9.3; NadD block: 6.5; SUMO1 PPI mod: -1.4; STEP inh: -1.3; DNMT1 inh: -3.4; Tb MetRS inh: -1.1; Rpn11 inh: i

The results go on:
molecule,Scp-1 inhibitor,LMPTP block,MLLE-PAM2 inh,CSN inh,NadD block,SUMO1 PPI mod,STEP inh,DNMT1 inh,Tb MetRS inh,Rpn11 inh
COC(=O)C1(C(=O)OC)C2CCCCC2N(S(=O)(=O)c2ccc(C)cc2)[C@@H]1CC(C)=O (stereo partly drawn),x,0.5,x,-3.0,x,1.6,x,x,-0.3,x
Cc1cc(-c2csc(NCc3ccccc3)n2)c(C)n1C,9.2,15.6,-29.4,6.6,42.4*,-1.4,7.1,75.3*,-0.1,i
CN(CCNC(=O)C1(O)c2ccccc2NC(=O)N1c1ccccc1)Cc1ccccc1 (stereo not drawn),-5.0,-2.7,0.6,0.0,1.6,0.8,0.7,-5.9,-0.4,i
C/C(=N\NC(=O)c1nnn(-c2nonc2N)c1CSc1ccc(C)cc1)c1ccco1,-11.0,2.4,-1.6,-3.1,21.4,-3.1,-1.1,3.3,0.0,i
Cc1ccc(C(=O)C2CCN(S(=O)(=O)c3ccc(C(=O)O)cc3)CC2)cc1,-7.1,-1.1,3.5,4.9,-5.4,3.3,-1.5,-0.1,-0.1,i
Cc1cc(C(=O)NNC(=S)NC(C)c2ccccc2)cs1 (stereo not drawn),-4.1,-0.9,-9.2,-1.6,6.5,-0.4,0.6,2.4,0.0,i
CC(C)Cc1ccc(CN2CCCC(NC(=O)CCCN3CCCC3=O)C2)cc1 (stereo not drawn),-6.5,-0.4,20.9,1.7,-8.3,2.5,-5.4,-0.1,0.5,i
NC(Cc1ccc(Cl)cc1)c1csc(NC(=O)NCCc2ccccc2)n1 (stereo not drawn),x,0.0,-9.6,3.9,5.0,-26.9,3.6,-10.8,-0.1,i
CN(C)S(=O)(=O)c1cccc(NC(=O)CCNC(=O)c2ccccc2Cl)c1,-5.3,-1.2,5.6,-15.4,0.7,-3.1,-1.2,0.3,0.0,i
COc1ccc2sc(-c3ccc(S(C)(=O)=O)cc3)c(-c3ccc4c(c3)OCCO4)c2c1,-8.6,1.7,12.3,-1.8,8.8,0.0,-0.5,-6.5,-0.2,i
O=c1[nH]c(C2CCN(S(=O)(=O)c3ccc(S(=O)(=O)NC4CC4)cc3)CC2)nc2c1nnn2Cc1ccccc1,-7.5,2.3,15.7,-0.5,17.4,1.4,-0.7,-2.4,0.2,i
Cc1cc(C)cc(C(=O)N2CC(C)OC(C)C2)c1 (stereo not drawn),-4.6,-1.2,-0.8,6.2,2.3,4.3,-2.7,1.6,0.2,i
COc1ccc(C2(c3ccc(OC)cc3)NC(=O)N(CC(=O)Nc3ccc(OC)c(OC)c3)C2=O)cc1,-5.9,1.1,3.1,4.2,-1.6,2.8,-1.7,-3.7,-0.1,i
COC(=O)c1ccc(OCC(=O)NCCC2=CCCCC2)c(OC)c1,-2.2,-1.3,6.8,-1.9,-6.2,0.5,-2.1,4.9,-0.2,i
O=C(CSc1nnc(CNC(=O)c2ccccc2)o1)NCc1ccccc1,-6.7,0.0,-6.8,0.7,11.0,-3.9,-0.4,0.6,-0.3,i
O=S(=O)(NCc1ccc2c(c1)OCO2)c1ccccc1F,-2.4,-0.5,-1.9,-9.2,2.1,1.0,0.3,0.8,-0.6,i
CCC(C)Nc1nc(SC(C(C)=O)C(C)=O)nc(N(C)C)n1 (stereo not drawn),-7.1,0.7,8.4,2.6,1.6,1.2,5.2,-3.4,-1.0,i
COc1cc(C#Cc2ccc3cc(CCCO)oc(=O)c3c2)cc(OC)c1,-2.3,1.9,-7.8,3.5,-15.9,-20.7,-2.4,-22.2,-0.3,i
CCOC(=O)C1=C(C)NC(=O)NC1c1ccc2c(c1)OCCO2 (stereo not drawn),-4.9,0.1,-8.3,6.5,-0.4,-3.9,3.1,-2.4,-0.5,i
CS(=O)(=O)Nc1ccc2c(c1)[C@H]1C[C@H](CC(=O)NCc3cccc(F)c3)O[C@@H](CO)[C@H]1O2,x,1.6,-4.6,-5.4,1.5,-0.9,-0.6,0.3,0.6,i
Cc1ccc(N2C(=O)C3NN=C(C(=O)OCc4ccccc4)C3C2=O)c(C)c1 (stereo not drawn),-5.1,-0.6,3.1,7.9,-8.1,0.8,-0.1,2.0,-0.2,i
O=C(O)c1ccc(CN2C(=O)CSC2=S)cc1,-4.8,-0.3,16.8,1.5,-8.8,7.3,2.8,-5.8,-0.2,i
COC(=O)C1(C)NC(c2ccc(O)cc2)C2C(=O)N(c3ccc(C)cc3)C(=O)C21 (stereo not drawn),-2.8,1.0,2.7,-3.4,-1.0,3.1,-2.3,0.2,-0.1,i
CCOC(=O)[C@H]1[C@H]2COc3ccc(Cl)cc3[C@@H]2N2C(=O)c3cc(C)ccc3NC(=O)[C@@]12C,-8.6,1.5,-1.4,3.2,-5.9,0.2,0.9,-2.9,-0.1,i
Cn1cc(S(=O)(=O)CC(=O)Nc2ccc3c(c2)OCCO3)c2ccccc21,3.1,-0.7,-7.9,0.6,1.5,2.4,-1.2,-1.8,-0.2,i
COC(=O)c1ccc(O)c(Sc2cc(C(=O)OC)ccc2O)c1,3.6,1.0,-1.1,-0.7,2.5,2.6,-2.0,-0.1,-0.9,i
Cc1ccccc1C(=O)Nc1cccc(-c2ccc3nncn3n2)c1,-7.9,-0.4,3.4,2.8,-3.0,-28.7,-3.9,-1.9,0.1,i
NS(=O)(=O)c1ccc(CNC(=O)c2cccc(S(=O)(=O)N3CCc4ccccc43)c2)cc1,-3.9,3.5,8.1,-1.6,-3.1,5.3,1.6,-0.5,-0.4,i
CCOc1ccc(-n2c(SC(C)C)nc3c(c2=O)SCC3)cc1,-4.8,0.3,8.4,-3.6,-8.1,-14.4,2.0,-1.4,0.3,i
COc1ccccc1Oc1ccc2c(c1)C(=O)N(c1ccc(Br)c3cccnc13)C2=O,-12.6,1.5,-2.5,2.2,13.9,-2.2,-0.6,-4.9,-0.3,i
O=C(CSc1nc(Nc2ccccc2)nc(N2CCOCC2)n1)Nc1ccc2c(c1)OCCO2,1.5,0.7,-15.6,0.3,3.8,-1.8,0.9,9.7,-0.3,i
Cc1cccc(NC(=O)/C(C#N)=C\c2cn(CC(=O)O)c3ccccc23)c1,-2.5,2.9,7.8,2.9,-5.1,0.0,0.0,-0.8,-0.4,i
CCn1c(=O)n(CC)c2cc(S(=O)(=O)Nc3ccccc3C)c(C)cc21,-10.7,-0.8,4.2,0.9,-9.0,-0.9,-3.2,-4.5,0.3,i
CC(C)Cn1c(C(C)C)nc([N+](=O)[O-])c1Sc1ccc(Cl)cn1,-5.5,-1.0,29.7,1.6,-2.7,-10.7,1.1,8.8,0.1,i
CN(C)S(=O)(=O)c1ccc(C(=O)OCC(=O)Nc2ccccc2OC(F)F)cc1,-3.7,-1.2,-13.5,1.5,-4.2,-0.5,1.1,1.8,0.0,i
CC(=O)c1ccc2c(c1)N(Cc1ccccc1Cl)C(=O)C(C)S2 (stereo not drawn),x,1.4,-5.6,0.5,-10.9,2.3,1.4,-1.1,-0.4,i
O=C(O)c1ccc(-c2noc(-c3cccc(F)c3)n2)cc1,22.3,-1.6,7.9,1.4,-0.6,9.3,-1.1,2.0,0.1,i
CC(Oc1ccccc1)C(=O)N1CCC2(CC1)Oc1ccc(F)cc1C(=O)C21CC(c2ccc(Cl)cc2)=NO1 (stereo not drawn),-5.8,1.9,-4.2,-1.8,6.5,2.2,2.0,-1.9,-0.1,i
O=C(CSc1ccc(-c2nc3ccccc3[nH]2)cn1)N1CCN(C(=O)c2ccco2)CC1,-0.3,0.3,28.6,5.3,1.5,10.7,11.8,-3.2,7.8*,i

Screens deposited in PubChem BioAssay by several laboratories.
